ARNT-TACC3 inh = disrupts binding between human ARNT and TACC3. inhibition, % at 9.99 µM. hit rate 0.66% among 390,000. AID 623870. AlphaScreen His-ARNT PAS-B/GST-TACC3 binding, luminescence; TACC3 fragment carries E629A point mutation;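 active means mean inhibition of replicates at least 50% and at least half of replicates each reaching 50%; inconclusive means half or more replicates reach 50% but mean below 50%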;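 further: 0% = complete ARNT plus TACC3 wells and 100% = ARNT alone without TACC3; many hits fall short of the cut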
C2C12 statin = protects C2C12 myotubes from simvastatin toxicity; rescue of ATP level, % at 7.49 µM; ATP luminescence, 48 h; scaled: DMSO 0, geranylgeraniol control 100; hit rate 0.78% among 330,000;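 active means mean ATP rescue above about 67%, or every replicate alone reaching that limit, limit read from the data, passing the limit was not always enough; inconclusive means no clear call, values can overlap the other calls; inactive means mean under the limit and some replicate under it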;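 further: myotubes were challenged with 10 µM simvastatin during compound exposure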
miR122 inh = miR-122 inhibition in Huh7 cells. Huh7 miR-122 Renilla luciferase sensor, 48 h; neutral wells = 0, positive control = 100. activation (reporter increase), % at 12.5 µM. hit rate 0.3% among 340,000. AID 602342;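 active means mean replicate activation score at least 90 and every replicate individually at or above 90; inconclusive means only one of the two criteria met; inactive means neither criterion met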;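 further: higher luciferase means less miR-122 activity so hits act as miR-122 inhibitors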
ERp5 inh = blocks human ERp5 reductase activity on insulin; Q15084; inhibition, % at 9.99 µM; hit rate 0.05% among 350,000; AID 651711; ERp5 insulin aggregation, absorbance 650 nm, 90 min;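 active means mean replicate inhibition above about 25%, with every replicate also reaching it, limit read from the data, passing the limit was not always enough; inconclusive means only one of those two criteria met; inactive means neither criterion met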
Target sequence (Q15084 whole entry, looked up): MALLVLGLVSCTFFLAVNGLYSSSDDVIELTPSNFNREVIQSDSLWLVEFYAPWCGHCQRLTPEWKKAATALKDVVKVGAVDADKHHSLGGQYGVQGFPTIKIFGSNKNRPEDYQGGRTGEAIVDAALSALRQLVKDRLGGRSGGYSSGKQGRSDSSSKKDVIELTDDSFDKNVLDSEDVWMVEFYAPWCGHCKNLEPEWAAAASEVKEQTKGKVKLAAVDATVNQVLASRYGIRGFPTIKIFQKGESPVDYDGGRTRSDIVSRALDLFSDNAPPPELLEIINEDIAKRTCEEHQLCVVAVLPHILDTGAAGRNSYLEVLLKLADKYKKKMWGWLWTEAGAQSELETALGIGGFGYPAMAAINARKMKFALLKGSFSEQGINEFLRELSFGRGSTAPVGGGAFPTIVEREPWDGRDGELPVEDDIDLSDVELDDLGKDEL
esBAF inh = blocks esBAF chromatin remodeling in mouse ES cells; Bmi1-luciferase knock-in reporter, 24 h; 100% = twice the neutral-well signal; reporter increase, % at 12.5 µM; hit rate 2% among 350,000; AID 602393; in the data active means activation above about 40%; inconclusive means no clear call, values can overlap the other calls;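 further: 0% = median of the plate's neutral control wells and 100% = double that signal; a rise in the Bmi1 reporter signal indicates esBAF inhibition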
Cneo AK release = causes C. neoformans cell lysis; adenylate kinase release luminescence, 4 h; normalised: neutral wells 0, clomiphene wells 100; lysis activity, % at 15 µM; hit rate 0.2% among 360,000; AID 651654;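 active means mean lysis activity across replicates of at least 80%, whatever share of replicates individually reach that level; inactive means mean lysis activity below 80%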
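Assay system: log-phase C. neoformans yeast / Quantity: yeast cell density of 5 × 10^6 cells/mL / Medium: fresh YPD growth medium / Compound: single dose / Timing: static 4 h at 37 °C with compound, 1 h detection / Measured by: adenylate kinase release luminescence / Read-out: lysis from increased AK signal / Benchmarks: Clomiphene as positive lysis control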
SIRT5 block = blocks human SIRT5 desuccinylation of peptide; Purified SirT5, succinyl-peptide AMC, trypsin-coupled fluorescence; inhibition, % at 15 µM; hit rate 1.1% among 330,000; AID 652115; in the data active means inhibition above about 15%; inconclusive means no clear call, values can overlap the other calls
Target sequence (Q9NXA8 whole entry, looked up): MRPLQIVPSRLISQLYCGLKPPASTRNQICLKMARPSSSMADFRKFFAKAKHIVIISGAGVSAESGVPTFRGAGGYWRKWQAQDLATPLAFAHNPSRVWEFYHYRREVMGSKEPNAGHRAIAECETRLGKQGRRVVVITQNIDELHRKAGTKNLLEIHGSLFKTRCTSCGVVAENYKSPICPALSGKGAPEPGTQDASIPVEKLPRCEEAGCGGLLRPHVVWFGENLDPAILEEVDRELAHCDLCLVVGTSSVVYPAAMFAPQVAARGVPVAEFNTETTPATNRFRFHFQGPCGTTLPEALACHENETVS
The depositor's hits bear a star; ? = inconclusive; / = not tested or not shown; [ ] = dose if it differs, or a comment.

SMILES	ARNT-TACC3 inh	C2C12 statin	miR122 inh	ERp5 inh	esBAF inh	Cneo AK release	SIRT5 block
COc1cccc(CCC(=O)Nc2cccc(S(=O)(=O)N3CCCC3)c2)c1OC	1	-7	24	-7	8	-3	-6
CC#CCN1c2ccccc2[C@]23C[C@@H](C(=O)OC)N(C(=O)C4CCC4)C2=NC(C(=O)OC)=C(C(=O)OC)[C@H]13	-5	2	-2	-3	14	-1	1
CCOC(=O)[C@H]1[C@H]2COc3ccccc3[C@@H]2N2C(=O)c3cc(OC)c(OC)cc3NC(=O)[C@@]12C	4	6	1	5	2	-1	-2
C[C@@H]1CCCCO[C@@H](CN(C)C(=O)Nc2cccc3ccccc23)[C@H](C)CN([C@@H](C)CO)C(=O)c2cc(NC(=O)c3ccncc3)ccc2O1	10	?	-18[16.7 µM]	4	0	0	6
COc1ccc(C)cc1NC(=O)Nn1cnnc1	1	-1	-10	/	4	-1	/
CO[C@H]1CN(C)C(=O)c2ccc(NC(=O)NC(C)C)cc2OC[C@@H](C)N(C(=O)CC2CC2)C[C@H]1C	2	-11	/	9	0	-2	-1
COc1c(C)cc(C(=O)C2CCCN(Cc3cnc(N4CCOCC4)s3)C2)cc1C (configuration not stated)	-25	/	/	9	/	/	-5
Cc1cc(C)c(CN2CCC(CO)(CCOc3ccccc3)CC2)cc1C	-11	-21	6	-1	-4	2	0
C=C[C@H](CC(C)C)N(Cc1ccccc1)S(=O)(=O)N(Cc1ccc(OC)cc1)[C@H](C=C)CC(C)C	-24	19	/	2	-4	-1	-1
O=C(Oc1ccc(-c2nnco2)cc1)N1CCCCC1	-4	4	9	/	10	-1	/
CCCOc1ccc(Cc2c(Cl)nc(SC)nc2OC)cc1	-16	/	/	-7	/	/	-2
CCCC(=O)Nc1ccc2c(c1)C(=O)N(C)[C@@H]1CC[C@H](CC(=O)NCc3ccccc3)O[C@H]1CO2	10	-17	12[16.7 µM]	-3	-7	-1	-1
COc1ccccc1CN1[C@@H](CO)[C@@H]2c3ccccc3N(C(=O)C3CCOCC3)C[C@@H]21	-8	37	4[16.7 µM]	1	-1	-5	0
CCOC(=O)COc1ccc(S(=O)(=O)Nc2ccc3c(c2)OCCO3)cc1	1	15	-6	/	-4	/	/
CC(=O)NNC(=O)c1nc(-c2ccccc2)c(C)o1	-3	1	/	3	-9	/	-2
CN(C(=O)COC(=O)c1n[nH]c2ccccc12)c1ccccc1	-17	/	/	0	/	/	9
C[C@@H]1CN([C@H](C)CO)C(=O)c2cc(NC(=O)CCN3CCOCC3)ccc2O[C@@H]1CN(C)Cc1ccc(Cl)c(Cl)c1	-7	8	3[16.7 µM]	11	3	5	-7
Cc1cccc(/C=N/NC(=O)c2cccc(NC(=O)c3ccccc3)c2)n1	43	-7	/	0	3	/	0
COc1ccc(C(=O)OCC(=O)NCCCc2ccccc2)cc1[N+](=O)[O-]	-5	9	-1	1	0	2	-1
CC=Cc1ccc2n(c1=O)C[C@@H]1[C@@H](CO)[C@H](C(=O)NCc3ccc4c(c3)OCO4)[C@H]2N1C(=O)CC (mixture of isomers)	0	13	-2[16.7 µM]	4	0	53	4

2 of the compounds above, as a markdown table.
| SMILES | ARNT-TACC3 inh | C2C12 statin | miR122 inh | ERp5 inh | esBAF inh | Cneo AK release | SIRT5 block |
| --- | --- | --- | --- | --- | --- | --- | --- |
| COc1cccc(CCC(=O)Nc2cccc(S(=O)(=O)N3CCCC3)c2)c1OC | 1 | -7 | 24 | -7 | 8 | -3 | -6 |
| CC#CCN1c2ccccc2[C@]23C[C@@H](C(=O)OC)N(C(=O)C4CCC4)C2=NC(C(=O)OC)=C(C(=O)OC)[C@H]13 | -5 | 2 | -2 | -3 | 14 | -1 | 1 |

Next section
SMILES	ARNT-TACC3 inh	C2C12 statin	miR122 inh	ERp5 inh	esBAF inh	Cneo AK release	SIRT5 block
Cc1ccc(N2C(=O)Nc3ccccc3C2(O)C(=O)NCCCOC(C)C)cc1C (configuration not stated)	-1	-7	-5	2	2	0	-8
Cc1ccc(S(=O)(=O)N2C(=O)CCC2C(=O)N2CCN(C)CC2)cc1 (configuration not stated)	-11	-2	-2	/	-2	0	/
COc1ccc(N=C2C(=O)Nc3ccc(C)c(Br)c32)cc1	21	-7	5	-5	3	0	-1
COc1c(C)cc(C(=O)C2CCCN(C(=O)C3=C(C)OCCO3)C2)cc1C (configuration not stated)	-4	16	1	0	-7	-1	-5
Cc1cc(C)n(CCSCC(=O)O)n1	-1	-10	-8	5	-5	-1	-11
Cc1nn(C(C)(C)C)c(OC(=O)CC(C)C)c1S(=O)(=O)c1ccccc1	-6	-21	10	1	12	-2	-2
Cc1cc(=O)oc2cc(OCC(=O)Nc3ccc4[nH]c(=O)[nH]c4c3)ccc12	-37	-3	2	1	-2	6	-4
O=C1NC(=O)C(c2ccccc2)(c2ccc(Cl)cc2Cl)N1 (configuration not stated)	19	0	/	2	-5	1	-1
C[C@@H]1CN([C@@H](C)CO)C(=O)c2cc(/C=C/c3ccccc3)cnc2O[C@H]1CN(C)S(C)(=O)=O	9	9	-7[16.7 µM]	0	0	4	-12
Cc1cc(C)c(S(=O)(=O)N2CCCC(C(=O)NCCC3=CCCCC3)C2)c(C)c1 (configuration not stated)	-13	-54	-1	3	-6	-1	-3
COc1ccc(S(=O)(=O)N2CCC(C(=O)Nc3ccc(S(=O)(=O)N4CCCC4)cc3)CC2)cc1OC	2	2	-12	-4	-4	0	-1
COc1ccc(NC(=O)N2C[C@@H](O)COC[C@H]3O[C@@H](CC(=O)N4CCN(C)CC4)CC[C@@H]32)cc1	-8	-7	3[16.7 µM]	4	0	0	-1
COc1cccc(CCNc2ccc(N3C(=O)CC(C)C3=O)cc2[N+](=O)[O-])c1 (configuration not stated)	8	-6	-6	-5	-3	3	-4
CCn1c(SCC(=O)N/N=C/C=C\c2ccccc2[N+](=O)[O-])nc2ccccc21	-8	-1	13	/	-3	0	/
COc1ccc(NC(=O)CSCC(=O)N(C)CCOc2ccc(Cl)cc2)cc1	1	2	0	1	/	-1	-5
C[C@@H]1CCCCO[C@@H](CN(C)C(=O)c2ccccc2)[C@H](C)CN([C@@H](C)CO)C(=O)c2cc(NC(=O)CCC(F)(F)F)ccc2O1	-9	/	-3[16.7 µM]	3	7	-1	-4
COc1cc(OC)cc(C(=O)N[C@H](C(=O)Nc2cc(C)cc(C)c2)C(C)C)c1	-2	2	0	0	-6	0	-1
COc1ccc(-c2nc(N)nc(C)c2Oc2ccccc2Br)c(O)c1	5	15	0	/	2	-2	/
CC(C)Cn1c(C(C)NC(=O)Cc2ccccc2)nc2ccccc21 (configuration not stated)	0	-5	0	5	3	3	2
Clc1ccccc1CSc1nnc(-c2ccccn2)n1Cc1ccco1	/	0	44	/	-16	-3	/
NC(=O)CSc1n[nH]c(=O)n1CCc1ccccc1	-8	5	9	1	5	6	-3
CN(C)S(=O)(=O)c1cccc(C(=O)Nc2cc(Cl)cc(Cl)c2)c1	-20	-27	29	/	36	-2	/
Cc1ccc(N(CC(=O)Nc2c(C)n(C)n(-c3ccccc3)c2=O)S(C)(=O)=O)cc1C	-9	/	0	/	1	0	/
Cc1nc(N2CCC(C)CC2)c2c(C)c(C(=O)Nc3ccc4c(c3)OCCO4)sc2n1	-1	-7	/	-3	5	0	11
Cc1ccc(N(Cc2ccccc2)C(=O)c2ccc(F)c(S(=O)(=O)N3CCOCC3)c2)cc1	-20	-1	/	-2	9	-1	-2
CC(=O)Nc1cccc(C(=O)Nc2cccnc2)c1	3	-6	0	0	6	1	1
C=CCNc1ncnc2c1ncn2[C@H]1CN(Cc2ccccc2)C[C@@H](COC(C)=O)O1	/	6	-1	-1	2	2	-3
CCNC(=O)CC1C(=O)N(CC)C(=S)N1NC(=O)c1ccccc1 (configuration not stated)	/	/	-2	0	/	0	-4
O=C(CCN1C(=O)C2C3CCC(C3)C2C1=O)Nc1ccc([N+](=O)[O-])cc1 (configuration not stated)	-2	/	/	4	/	/	1
CCOC(=O)CNC(=O)C(NC(=O)C1CCC(C)CC1)C(C)CC (configuration not stated)	-2	4	73	/	0	0	/
O=C1CC(N2CCCCC2)C(=O)N1c1ccccc1 (configuration not stated)	-18	7	-7	/	-7	1	/
COC(=O)c1sc(-c2ccccc2)cc1NC(=O)c1ccccc1	1	/	/	-4	/	/	2
CCCC(=O)Nc1ccc(NC(=O)c2ccccc2Cl)nc1	0	-21	9	/	34	-4	/
Cc1cccc(N2CCN(C(=O)c3cnn4c(C(F)F)cc(-c5ccccc5)nc34)CC2)c1C	5	12	7	6	2	0	/
COc1ccc2[nH]c(C(=O)N3CCN(Cc4ccccc4)CC3)cc2c1OC	7	-11	1	-1	14	2	-4
Cc1ccc(S(=O)(=O)N2c3ccccc3NC(=O)C2CC(=O)Nc2ccccc2)cc1 (configuration not stated)	-3	/	12	/	-1	0	/
CCNC(=O)C[C@H]1CC[C@@H]2[C@@H](COc3ccc(NC(=O)c4cccc(OC)c4)cc3C(=O)N2C)O1	0	15	3[16.7 µM]	-5	-6	-2	0
COc1ncccc1C(=O)N1CCCC(C(=O)c2cccc(OC(C)C)c2)C1 (configuration not stated)	-8	/	/	-2	/	/	-4
Nc1nc2nonc2nc1N	/	/	-1	4	/	1	-4
Cc1nc(N(C)C)ncc1C(=O)O	-4	-2	-11	/	-7	3	/
Cc1cc(C(=O)NCC(c2ccco2)N(C)C)no1 (configuration not stated)	-2	3	-2	/	5	-3	/
Cc1ccc(OCC(=O)N/N=C/c2cccnc2)cc1C	-5	6	-2	-5	1	-1	-6
CCC[C@@H](CN1CCC[C@H]1CN1C(N)=NC[C@H]1CC(C)C)N1C[C@@H]([C@H](C)CC)N(CCc2ccc(Cl)c(Cl)c2)C1=N	10	-23	/	4	3	2	-1
COc1ccc(CNS(=O)(=O)c2ccc3c(c2)N(C)CCO3)cc1	1	8	5	5	3	0	5
CC(C)[C@H](NC(=O)NCc1ccco1)C(=O)O	-5	-7	1	/	-7	1	/
CCC(=O)Nc1nc2ccccc2n1Cc1ccc(Cl)cc1	0	/	/	3	/	/	-5
O=c1[nH]cc(S(=O)(=O)N2CCN(c3cccc(Cl)c3)CC2)c(=O)[nH]1	-3	/	/	3	/	/	0
O=S(=O)(Nc1ccccc1N1CCCCC1)c1ccc(Cl)s1	0	7	9	/	-2	-4	/
CCn1c(COc2ccc(=O)n(-c3ccccc3)n2)nnc1SCc1ccccc1C	8	/	1	/	/	1	/
O=C(Sc1ccc(Cl)cc1)c1cccc(Cn2cc(C(F)(F)F)ccc2=O)c1	2	/	/	5	/	/	-2
CCc1nnc(NC(=O)CCC(=O)NC2CCCC2)s1	8	9	-4	-13	-6	-6	-13
CC(C)c1nc(SCC(=O)Nc2ccc([N+](=O)[O-])cc2Br)n[nH]1	10	-4	-3	2	13	7	-2
O=C(COc1ccccc1)NCc1ccco1	-8	-4	/	-1	2	3	/
Cc1ccc(NS(=O)(=O)c2cc(C(=O)NCCSc3ccc(C)cc3)ccc2C)cc1	-4	24	115*	/	2	11	/
CCCC(=O)Nc1ccc2c(c1)C(=O)N(C)C[C@@H](OC)[C@@H](C)CN(C(C)=O)[C@H](C)CO2	-1	-18	-6[16.7 µM]	0	-1	2	1
CCOC(=O)N1CCN(C(=O)NC23CC4CC(CC(C4)C2)C3)CC1	-11	-13	-4	/	2	-16	/

Printed as active in miR122 inh, of those listed so far:
SMILES	ARNT-TACC3 inh	miR122 inh	ERp5 inh	esBAF inh	SIRT5 block
Cc1ccc(NS(=O)(=O)c2cc(C(=O)NCCSc3ccc(C)cc3)ccc2C)cc1	-4	115*	/	2	/

Bioassay records (PubChem)

The order is random. About 4% of those tested had a hit in this group.
